# Screens (PubChem)
# H9c2 TAG inh = inhibitors of triacylglycerol accumulation; H9c2 cells, Nile Red lipid (TAG) fluorescence; cells loaded with 200 µM oleic acid; inhibition, % at 12.5 µM; 230,000 compounds, 0.66% hits; AID 651582;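 active means pattern-corrected inhibition of lipid staining of at least 50% with the nuclear-stain viability signal not falling by more than 50%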;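 further: 0% = DMSO wells and 100% = triacsin C control wells; some results filed as inactive read as strong as hits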
# H9c2 TAG inh DAPI viability = further read-out of H9c2 TAG inh, marked with its call; DAPI nuclei signal change (viability), lower = more cytotoxic, %;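 whole-well DAPI fluorescence read on a plate reader as a viability signal; minus 50 percent equals half of cells still viable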
# An asterisk follows results filed as active.
# Every second line gives: H9c2 TAG inh | H9c2 TAG inh DAPI viability
Cc1ccc(CC2CC(=O)N(CCc3ccccc3)C2=O)cc1 (stereo not given)
    2 | -7
O=C(COc1cccc2cccnc12)N/N=C/c1ccccc1O
    31 | -10
COc1ccc(C2OC(=O)CC2C(=O)N2CCN(c3cc(Cl)ccc3C)CC2)cc1OC (stereo not given)
    5 | -8
Cc1ccc2cc3c(NC(=O)C(C)C)nn(C)c3nc2c1
    8 | 13
CCc1ccc(OCCSc2nc3ccccc3n2CCC(=O)O)cc1
    5 | 7
Cc1ccc(C)n1-c1ccsc1C(=O)CC#N
    -1 | 6
O=C(Cn1ccc2ccccc2c1=O)NCCC(=O)Nc1cccnc1
    1 | -3
O=C(c1ccccc1)n1ccc(-c2cccs2)n1
    4 | 2
c1ccc(COc2ccc(-c3cc4nc(NCCCn5ccnc5)ccn4n3)cc2)cc1
    -11 | 17
O=C(COC(=O)c1ccco1)NNC(=O)c1ccc(Cl)cc1
    8 | -10
CC[C@H](C)C(=O)N[C@H]1CCCN1C(=O)/C=C/c1ccccc1
    -1 | 7
CCCCNC(=O)c1ccc2nc(CC)c(N(C)Cc3ccc(OC)cc3)n2c1
    -7 | -6
C[C@@H]1NS(=O)(=O)[C@H]2C[C@@H]3C=C[C@]2(O3)[C@H]1OC(=O)Nc1ccc(C(F)(F)F)cc1[N+](=O)[O-]
    -1 | -2
CC(C)(C)OC(=O)NCC12C=CC(O1)C1C(=O)N(Cc3ccccc3)C(=O)C12 (stereo not given)
    1 | -1
O=C(NCc1ccc(Cl)cc1)C1CCC(CNc2c(N3CCCCC3)c(=O)c2=O)CC1 (stereo not given)
    4 | 5
COCCNS(=O)(=O)c1cc(-c2nn(C)c(=O)c3ccccc23)ccc1C
    12 | 12
Cc1cccc(C)c1N(CC(=O)N1CCN(c2ccccc2F)CC1)S(C)(=O)=O
    -9 | -6
CC1CN(C(=O)C(C)OC(=O)c2ccc3ncsc3c2)CC(C)O1 (stereo not given)
    6 | -11
CN(C(=O)COC(=O)c1cc(S(=O)(=O)N2CCCCC2)ccc1Cl)c1ccccc1
    -3 | -8
O=C(c1cccc(F)c1)N1CCCc2ccccc21
    0 | 2
COc1ccc(Cl)cc1Cn1c(C)c(C(=O)NCc2cccc(C(F)(F)F)c2)sc1=O
    2 | -1
COc1cc(OC)c(OC)cc1CN1CCCC(C(=O)c2ccc3c(c2)OCO3)C1 (stereo not given)
    -9 | 15
Cc1ccc(C)c(NC(=O)C(OC(=O)c2cc[n+]([O-])cc2)c2ccccc2)c1 (stereo not given)
    0 | -8
Cc1ccc(-n2ncc3c(=O)[nH]c(SCC(=O)N4CCN(c5ccccc5)CC4)nc32)cc1
    -15 | 20
O=C1CSC(c2ccccn2)N1c1ccc(Br)cc1 (stereo not given)
    5 | 0
CC1(C)Cc2c(c(-c3ccccc3)nc(N3CCCC3)c2C(N)=O)CO1
    21 | -7
COc1ccccc1N1CCN(C(=O)CCSCc2ccccc2F)CC1
    6 | 2
O=C(CC1SC(N2CCCC2)=NC1=O)Nc1ccc(C(=O)N2CCN(c3cccc(Cl)c3)CC2)cc1 (stereo not given)
    -21 | 1
O=C(COC(=O)COc1ccc(Cl)cc1)NC1CC1
    -7 | -1
COc1ccc(S(=O)(=O)N/N=C\c2ccc3c(c2)OCO3)c(OC)c1
    5 | -4
Cc1cc(C)c(C)c(S(=O)(=O)N2CCCCC2C(=O)O)c1C (stereo not given)
    -10 | 1
COc1ccc2c(c1)c(=O)oc1c(C)c(OCc3cc(C(=O)O)oc3C)ccc12
    7 | 17
O=C(CCCNC(=O)c1ccc(Cl)cc1)Nc1ccc(F)c(S(=O)(=O)N2CCOCC2)c1
    22 | -6
CSc1ccc(C(=O)/C=C/c2ccc(N)cc2)cc1
    1 | -3
CCc1cc(-c2ccc3c(c2)COc2c4ccccc4nn2-3)on1
    -5 | -3
C/C=C/c1ccc(OCCN2CCc3ccccc3C2)c(OC)c1
    -28 | 22
COc1ccc(-c2cc(C(=O)NN)n(-c3ccccc3)n2)cc1
    -6 | 13
CCOc1ccc(NC(=O)CNS(=O)(=O)c2c(C)cc(C)cc2C)cc1
    -9 | -4
CC(=O)Nc1cccc2c1C(=O)N(c1cccc(OC(C)=O)c1)C2=O
    8 | 9
COCCN1Cc2cccc(C(=O)Nc3cccnc3)c2C1=O
    -7 | -3
C#CCOCCOCCOCCNc1nc(N2CCOCC2)nc(N2CCN(C(=O)CCCCCCCCCCNC(=O)[C@@H]([C@H](C)CC)n3cc(CCCCCN)nn3)CC2)n1
    2 | 3
CCOC(=O)CNc1nc(Cl)nc(N2CCCCC2)n1
    5 | -3
N#Cc1cc([N+](=O)[O-])ccc1NC(=O)CSc1n[nH]c(=O)n1C1CC1
    -4 | 5
N#CC1(NC(=O)COC(=O)c2cc([N+](=O)[O-])ccc2N2CCCC2)CCCCC1
    0 | -2
COc1ccc(N=C2SC(CC(=O)Nc3ccccc3)C(=O)N2CCN2CCOCC2)cc1 (stereo not given)
    9 | -9
CCOC(=O)NC(=O)/C(C#N)=C/c1ccc(N(C)C)cc1
    9 | 2
CCOC(=O)CC(NC(=O)Cn1nnc(-c2ccccc2F)n1)c1ccc(OC)cc1 (stereo not given)
    4 | -2
O=C(CN1CCN(c2ccc(Cl)cc2[N+](=O)[O-])CC1)N1CCOCC1
    5 | -10
CC(=O)c1sc(NC(=O)CSC(C)C(=O)Nc2cc(C)on2)nc1-c1ccccc1 (stereo not given)
    -8 | -1
COc1ccc(N2C(=O)[C@@H]3[C@H](C2=O)[C@H](C(C)=O)N2c4ccccc4C=C[C@@H]32)cc1
    3 | 7
O=C(CSC(=S)N1CCOCC1)Nc1ncc2c(n1)CCCC2=O
    5 | 1
CC(=O)Nc1ccc(S(=O)(=O)N2CCSC2c2ccccc2)cc1 (stereo not given)
    3 | -11
CC1CC(C)CN(C(C)C(=O)Nc2cc(S(=O)(=O)N3CCCCC3)ccc2Cl)C1 (stereo not given)
    16 | 4
COc1cccc(-c2noc(-c3ccoc3C)n2)c1
    7 | -2
CCOC(=O)c1ccc(Nc2cc(C)nc3nc(C)nn23)cc1
    1 | 6
COc1ccc(Cc2nc(C(=O)Nc3ccc(OC)cc3)cs2)cc1
    -10 | 2
CCC(CC)NC(=O)c1cccc(Oc2ccccc2)c1
    -21 | -3
O=C(Nc1cccc(-n2cnnn2)c1)C1CCCN(C(=O)Cc2cccc(Cl)c2)C1 (stereo not given)
    5 | -2
C=C1N(c2ccc(Cl)cc2)C(=O)OC1(C)C
    8 | -9
C#CC[N+](C)(C)CCCCCCCCCCCC
    -20 | 15

# Additional structures:
# Every second line gives: H9c2 TAG inh | H9c2 TAG inh DAPI viability
Cc1cc(Br)ccc1NC(=O)CCN1C(=O)c2ccncc2C1=O
    -9 | 7
Nc1ccc(N2CCN(c3ccccc3)CC2)c(F)c1
    -2 | 12
CCOc1c(Br)cc(C(=O)OCC(=O)N2CCc3ccccc3C2)cc1OC
    -21 | 2
Cc1cccc(NC(=O)c2ccccc2Br)n1
    -26 | 23
CN(c1ccc(C(=O)NCc2ccc3c(c2)OCO3)cc1)S(=O)(=O)c1ccccc1
    -4 | -5
Cc1ccc2c(C(=O)CN3CCOCC3)c(C)[nH]c2c1
    8 | -7
CN1CCC(NC(=S)Nc2cccc([N+](=O)[O-])c2)CC1
    0 | -10
COc1ccc(NC(=O)C2CCCN(S(=O)(=O)c3c(C)n[nH]c3C)C2)cc1 (stereo not given)
    9 | -9
O=C(Cc1ccccc1)NCCS(=O)c1ccc(Cl)cc1 (stereo not given)
    -15 | 4
Cc1csc2nc(COC(=O)CNC(=O)c3ccc(Cl)cc3)cc(=O)n12
    -22 | 8
O=C(Nc1ccc(N2CCN(c3ncccc3C(F)(F)F)CC2)nc1)c1cccs1
    18 | 3
Cc1ccc2nc3c(cc2c1)CN(Cc1ccco1)C(=NCC1CCCO1)S3 (stereo not given)
    15 | -7
OC(c1ccccc1)c1nc(-c2cccs2)cs1 (stereo not given)
    0 | 5
O=C(CSc1nc2ccccc2n1CCc1ccccc1)c1ccc(O)c(O)c1
    10 | -12
N#Cc1c(N2CCOCC2)nc(N)c2c(N)nc3c(c12)CC(CCl)O3 (stereo not given)
    6 | 10
Cc1cccc(C)c1NC(=O)CC(C)c1ccccc1 (stereo not given)
    -10 | 4
COc1ccccc1CCNC(=O)C(=O)NCCC1CCCCN1S(=O)(=O)c1ccccc1 (stereo not given)
    7 | 0
CC(C)N1CCc2c(sc(NC(=S)NC(=O)c3ccccc3)c2C#N)C1
    11 | 19
Cc1ccc(S(=O)(=O)N2CCN(C(=O)CN3C(=O)NC(C)(c4ccc(Cl)cc4)C3=O)CC2)c(C)c1 (stereo not given)
    -15 | -2
COc1ccc(/C=C2\SC(=O)N(CCNC(=O)Cc3coc4cc(C)ccc34)C2=O)cc1OC
    7 | -8
O=C(O)CCN1C(=O)c2ccc(NC(=O)CSc3ccc(Cl)cc3)cc2C1=O
    -2 | -2
CCOC(=O)C1(Cc2cccc(OC)c2)CCN(Cc2csc(C(C)=O)c2)CC1
    -27 | 16
CNCc1ccccc1Sc1ccc(OC)c(OC)c1
    -15 | 8
Cc1cc(=O)oc(C)c1C(=O)N[C@@H]1CCCCNC1=O
    -28 | 12
C[C@@H]1CN([C@@H](C)CO)C(=O)c2cc(Br)cnc2O[C@H]1CN(C)C(=O)C1CC1
    1 | 3
COc1ccc(NC(=O)Cc2c(C(=O)O)n(C)c3ccccc23)cc1OC
    6 | -6
O=C(Nc1cc(C(F)(F)F)ccc1-n1cncn1)c1ccc([N+](=O)[O-])o1
    49 | -62
CCOc1ccc(C)cc1S(=O)(=O)NC1CCCCCC1
    -36 | 5
CCOc1ccccc1NC(=O)c1cc(C(=O)Nc2ccccc2OCC)cc(N2C(=O)CCC2=O)c1
    5 | -6
O=c1c2ccccc2nc(/C=C/c2ccc(Cl)cc2)n1CCO
    -6 | 2
C=CCn1c(SCC(=O)O)nnc1-c1cccc(Cl)c1
    -10 | 1
Cc1ccccc1NC(=O)CC(=O)c1ccccc1
    5 | -7
CC(=O)Nc1ccc(NC(=O)C2CCCN2C(=O)Nc2ccc(F)c([N+](=O)[O-])c2)cc1 (stereo not given)
    8 | 0
COc1cc(-c2cc(NC(C)=O)c3ncc(-c4ccccc4)n3c2)cc(OC)c1OC
    6 | 10
CCN(C(=O)COC(=O)/C=C/c1cccc([N+](=O)[O-])c1)c1c(N)n(Cc2ccccc2)c(=O)[nH]c1=O
    11 | -4
CCn1c(COc2ccc(C(C)C)cc2)nnc1SCC(=O)Nc1nccs1
    57* | -5.3*
CCOc1ccc(S(=O)(=O)Nc2ccc(C(=O)N(C)CC(=O)Nc3ccc(OC)cc3)cc2)cc1
    -10 | 6
Cc1ccc(OCC(=O)O/N=C(\N)c2cccc([N+](=O)[O-])c2)cc1C
    -7 | 2
Cc1oc(-c2cccs2)nc1CS(=O)CC(=O)NCCCN1CC(C)CC(C)C1 (stereo not given)
    10 | 6
CCCCN1C(=O)Nc2ccccc2S1(=O)=O
    -22 | 37
CCOc1ccc(S(=O)(=O)N(C)c2ccc(OCC(=O)NCc3cccnc3)cc2)cc1
    13 | -1
CCCCn1c(=O)n(CC(=O)Nc2ccc(C)c(Cl)c2)c(=O)c2c1ncn2Cc1ccco1
    -7 | 4
CS(=O)(=O)/C(C#N)=C/c1cccn1S(=O)(=O)c1cccc2ccccc12
    -3 | -3
COc1ccccc1N1CCN(C(=O)CSc2nnc(NC(=O)C(C)C)s2)CC1
    18 | -13
COc1cc(Cl)c(C)cc1NC(=O)CN(C)Cc1cccc(OC)c1OC
    -45 | 7

# Quoted at random: 2 entries already listed
# Every second line gives: H9c2 TAG inh | H9c2 TAG inh DAPI viability
CC(=O)Nc1ccc(S(=O)(=O)N2CCSC2c2ccccc2)cc1 (stereo not given)
    3 | -11
COc1ccc(C2OC(=O)CC2C(=O)N2CCN(c3cc(Cl)ccc3C)CC2)cc1OC (stereo not given)
    5 | -8

# As entered above:
# `CCN(C(=O)COC(=O)/C=C/c1cccc([N+](=O)[O-])c1)c1c(N)n(Cc2ccccc2)c(=O)[nH]c1=O` in H9c2 TAG inh DAPI viability reads -4
# `Cc1ccc(OCC(=O)O/N=C(\N)c2cccc([N+](=O)[O-])c2)cc1C` in H9c2 TAG inh DAPI viability reads 2
# `CCOc1ccc(S(=O)(=O)N(C)c2ccc(OCC(=O)NCc3cccnc3)cc2)cc1` in H9c2 TAG inh reads 13
# `Cc1oc(-c2cccs2)nc1CS(=O)CC(=O)NCCCN1CC(C)CC(C)C1` (stereo not given) in H9c2 TAG inh reads 10

# Going on with the list:
# Every second line gives: H9c2 TAG inh | H9c2 TAG inh DAPI viability
COCCN(C(=O)CSc1nc2nc(C)cc(C)n2n1)c1c(N)n(Cc2ccccc2)c(=O)[nH]c1=O
    21 | -9
CCC(C)NC(=O)c1ccc(C2SCC(=O)N2Cc2ccccc2)cc1 (stereo not given)
    -16 | 10
C/C=C(\C)C(=O)N1CC2(CC(c3cccc(NC(=O)CCCCC)c3)=NO2)C[C@@H]1C(N)=O (stereo not given in full)
    -4 | 0
COc1ccc(CN(C)C(=O)C2CSC3(C)CCC(=O)N23)cc1OC (stereo not given)
    0 | -4
COC(=O)c1c(C)oc2c1cc(NS(=O)(=O)c1ccc(C(=O)O)cc1)c1ccccc12
    4 | -2
Cc1cnc(C(=O)OCC(=O)Nc2ccc(C)c(S(=O)(=O)N3CCCCC3)c2)cn1
    13 | -16
COc1cccc(CN(C)C(=O)c2cc(COc3c(F)cccc3F)on2)c1
    0 | -2
CCOC(=O)c1[nH]nc2c1C(=O)N(Cc1ccccc1)C2=O
    -8 | 3
CC1(C)CC(=O)C2=C(C1)N(Cc1cccnc1)C(=O)C2(NC(=O)c1cccnc1)C(F)(F)F (stereo not given)
    -6 | -6
Cc1ccc(NC(=O)Cn2sc3ccccc3c2=O)cc1
    38 | -16
CC(OC(=O)c1cccs1)C(=O)NCc1cccs1 (stereo not given)
    13 | -8
CCCCOC(=O)Nc1nnc(Cc2ccc(Cl)cc2)s1
    1 | 15

# A portion of the library; the hit share may differ from the screen's.
